High-throughput results as filed in PubChem BioAssay.
NadD block – blocks S. aureus nicotinate mononucleotide adenylyltransferase | purified NadD enzyme, colorimetric absorbance read-out | actives 0.78% (n = 360,000) | AID 602399 | inhibition, % at 20 µM; in the data active = inhibition above about 26%; also: some compounds past the cut are filed as inactive
Scp1 inh – Scp-1 (human) phosphatase inhibition | Q9GZU7 | actives 0.88% (n = 340,000) | inhibition, % at 20 µM | AID 493091 | Recombinant Scp1, phosphopeptide, malachite green phosphate absorbance;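 active = inhibition above about 50% at 20 µM, limit read from the data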;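 also: plate controls were DMSO wells with enzyme for no effect and wells lacking enzyme for full effect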
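assay system = SCP-1 phosphatase catalytic domain, residues 76-261 | buffer or medium = 50 mM Tris acetate pH 5.5, 0.005% Tween-20, 10 mM MgCl2 | incubation = enzyme reaction 45 min at room temperature, colour 5 min, stabilisation 30 min | signal = Phosphate-binding colour reagent, absorbance read at 630 nm | measure = % inhibition at 20 µM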
Rin1 Abl inh – human Rin1-Abl interaction inhibition | inhibition, % at 7.35 µM | actives 0.4% (n = 360,000) | TR-FRET Rin1/Abl binding, biochemical | AID 588664 | P00519+Q13671; in the data active = inhibition above about 5%, passing the limit was not always enough
Neddylation inh – blocks human cullin neddylation. TR-FRET cullin neddylation, biochemical. P61081+Q13564. calls only at 25 µM. actives 0.58% (n = 360,000); in the data active = inhibition above about 36%
CSN deneddyl inh – blocks human CSN-mediated cullin deneddylation | Purified CSN, SCF-Nedd8-OG deneddylation, fluorescence polarization | actives 0.38% (n = 360,000) | inhibition, % at 12.5 µM;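 active = pattern-corrected inhibition above about 35%, with an unprinted fluorescence ratio check between 0.5 and 1.5, limit read from the data, passing the limit was not always enough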;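 also: 0% = enzyme with substrate and 100% = substrate without enzyme; some results filed as inactive read as strong as hits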
Target sequence (Q92905 whole entry, looked up, one chain of several): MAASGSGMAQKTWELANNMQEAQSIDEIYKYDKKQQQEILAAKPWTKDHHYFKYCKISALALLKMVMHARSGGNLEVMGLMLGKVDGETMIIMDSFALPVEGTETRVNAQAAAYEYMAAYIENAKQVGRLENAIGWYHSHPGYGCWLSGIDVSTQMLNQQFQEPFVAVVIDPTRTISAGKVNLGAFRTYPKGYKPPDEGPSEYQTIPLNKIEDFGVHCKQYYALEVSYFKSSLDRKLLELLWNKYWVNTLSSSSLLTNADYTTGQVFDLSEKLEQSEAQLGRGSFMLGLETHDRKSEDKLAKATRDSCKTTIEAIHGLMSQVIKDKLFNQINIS
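Material: human Csn5 produced in HEK293T cells; Input: enzyme 0.24 nM; Reagent: SCFSkp2-Nedd8OG substrate at 10 nM final; Dosing: 12.5 µM compound; Incubation: 90 min reaction at room temperature; Detection: fluorescence polarization of the substrate; Evaluation: % inhibition of substrate cleavage by Csn5; Control set: substrate-only high control, full reaction low control.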
STEP inh – blocks human striatal-enriched tyrosine phosphatase. inhibition, % at 20 µM. AID 588621. recombinant STEP, OMFP fluorogenic substrate, fluorescence. actives 0.25% (n = 360,000);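 active = inhibition at 20 µM, scaled per plate between control wells, above about 37%, limit read from the data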;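 also: 0% = DMSO with enzyme and substrate and 100% = substrate only without enzyme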
Target sequence (P54829 whole entry, looked up): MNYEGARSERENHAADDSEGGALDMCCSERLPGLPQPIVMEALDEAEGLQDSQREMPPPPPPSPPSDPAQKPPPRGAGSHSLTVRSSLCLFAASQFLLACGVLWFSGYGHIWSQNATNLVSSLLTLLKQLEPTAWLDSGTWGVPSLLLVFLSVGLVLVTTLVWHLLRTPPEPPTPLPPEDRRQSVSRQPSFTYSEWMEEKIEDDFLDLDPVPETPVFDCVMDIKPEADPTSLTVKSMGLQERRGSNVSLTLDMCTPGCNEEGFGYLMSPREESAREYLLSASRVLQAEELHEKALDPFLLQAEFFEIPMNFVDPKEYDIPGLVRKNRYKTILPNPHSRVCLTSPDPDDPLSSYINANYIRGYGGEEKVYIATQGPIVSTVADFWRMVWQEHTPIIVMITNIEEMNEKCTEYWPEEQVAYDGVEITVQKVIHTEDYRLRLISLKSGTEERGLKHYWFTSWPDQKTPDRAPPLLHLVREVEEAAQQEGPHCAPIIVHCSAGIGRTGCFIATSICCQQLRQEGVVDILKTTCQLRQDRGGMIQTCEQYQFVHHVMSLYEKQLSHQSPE
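Material: STEP (striatal-enriched tyrosine phosphatase) enzyme, cell-free; Compound dosing: 20 µM single dose in 1% DMSO; Technique: fluorescence read at 480 nm ex / 540 nm em; Times: reaction 20 min, ambient temperature; Medium: 50 mM Bis-Tris pH 6.0 with 2.5 mM DTT and 0.005% Tween 20; Also added: OMFP at 25 µM.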
DNMT1 block – inhibitors of human DNMT1 | P26358 | actives 0.83% (n = 360,000) | inhibition (reported as % activation of signal), % at 10 µM | DNMT1 molecular beacon, Hinp1I cleavage, fluorescence; in the data active = inhibition above about 50%
LMPTP block – LMPTP (human) inhibition | P24666 | recombinant LMPTP-A, OMFP fluorogenic substrate, fluorescence intensity | inhibition, % at 20 µM | actives 0.22% (n = 360,000);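 active = compounds that cut the enzyme signal by at least half of the control window in the single-dose screen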;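 also: plate controls were DMSO wells with enzyme plus substrate for no effect and substrate without enzyme for full effect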
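Test system – LMPTP-A enzyme · Amount – LMPTP-A at 0.625 nM final in the reaction · Buffer or medium – Bis-Tris pH 6.0, DTT, detergent · Reagent – OMFP 400 µM · Doses – single 20 µM dose · Schedule – reaction 50 min, room temperature, dark · Detection – fluorescence intensity of OMFP turnover product · Evaluation – percent inhibition versus substrate-only and uninhibited controls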
Rpn11 inh – blocks the human proteasome subunit Rpn11; human 26S proteasome, Ub4-pepOG fluorescence polarization; 20S core pre-blocked with epoxomicin; calls only at 20 µM; actives 0.59% (n = 360,000);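 active = inhibition at 20 µM, scaled to each plate's controls, above about 33%, limit read from the data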
SUMO1 PPI mod – modulators of human SUMO1-mediated protein-protein interactions. P63165. SUMO1 binding to a labelled peptide, TR-FRET, 1 h. inhibition, % at 20 µM. actives 0.33% (n = 360,000); in the data active = inhibition above about 37%
Target sequence (P63165 whole entry, looked up): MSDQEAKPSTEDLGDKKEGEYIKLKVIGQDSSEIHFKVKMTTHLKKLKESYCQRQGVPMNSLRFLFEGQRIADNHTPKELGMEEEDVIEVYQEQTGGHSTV
Numbers without * were called inactive; i = inactive; x = not tested or not shown. Outcome played no part in choosing rows, and some 3.8% of all compounds hit somewhere here.

SMILES	NadD block	Scp1 inh	Rin1 Abl inh	Neddylation inh	CSN deneddyl inh	STEP inh	DNMT1 block	LMPTP block	Rpn11 inh	SUMO1 PPI mod
COc1cc(CO)c(OC)c([N+](=O)[O-])c1	0.5	-5.8	1.2	i	-1.0	-1.7	2.2	-0.8	i	-21.3
CCOC(=O)Cn1c(=O)oc2cc(S(=O)(=O)N3CCC(N4CCCCC4)CC3)ccc21	0.6	-9.8	-1.3	i	5.9	-1.4	1.3	-3.5	i	1.6
COc1ccc(CCC(=O)Nc2ccc(S(=O)(=O)N3CCOCC3)cc2)cc1	-5.7	-17.2	1.6	i	-0.7	2.5	-2.4	-0.2	i	-1.6
Cc1ccc(C(=O)Nc2cc(C(F)(F)F)ccc2N2CCCCC2)cc1[N+](=O)[O-]	2.6	-4.3	1.1	i	-4.5	2.1	-0.5	0.7	i	-0.8
O=C(Nc1nnc(C2=COCCO2)o1)c1ccc([N+](=O)[O-])s1	8.4	-14.8	-0.6	i	2.1	0.4	-4.2	-1.1	i	-39.8
CC(C(=O)O)c1ccc(CC2CCCC2=O)cc1 (stereo not drawn)	2.4	-6.3	0.7	i	-1.8	-2.0	2.5	-0.8	i	2.6
Cc1nn(CC(=O)OCC(=O)NCCc2ccc(F)cc2)c(C)c1[N+](=O)[O-]	0.5	-1.4	-2.8	i	-3.1	1.0	5.5	-0.4	i	2.3
Cc1ccc(NC2=NCC(=O)N2Cc2ccc3c(c2)OCO3)c(C)c1	1.9	-6.1	1.8	i	-6.7	1.7	-1.2	0.2	i	-0.4
OCC1(CCc2ccccc2)CCN(C/C=C/c2ccccc2)CC1	-2.2	-2.2	-0.9	i	0.9	-2.2	-10.0	-2.3	i	3.3
CCN(CC)CCN(C(=O)CCOc1ccccc1)c1nc2c(F)cc(F)cc2s1	-2.4	-18.8	-1.5	i	14.4	3.7	32.6	-1.2	i	-5.7
O=C1c2ccccc2C(=O)N1CNc1ccccc1	0.2	-5.0	0.2	i	-3.6	-0.7	-6.1	-3.3	i	1.8
COc1ccc(-c2sc(C(=O)c3ccc(Cl)cc3Cl)cc2CC(=O)O)cc1	-7.4	-18.6	-0.2	x	-1.4	-2.5	-0.8	1.4	i	-11.7
Cc1cccc(NC(=O)c2cnc3sccn3c2=O)n1	2.2	-6.6	4.3	i	5.6	-0.5	2.8	-0.5	i	-1.6
CCOC(=O)c1ccc[n+]([O-])c1	1.2	-6.7	-2.6	i	-1.8	-0.3	3.2	-1.3	i	3.0
COc1cc(NC2c3ncccc3C(=O)N2Cc2ccco2)cc(OC)c1 (stereo not drawn)	2.1	-2.8	2.6	i	-3.0	-1.1	-10.2	0.5	i	7.0
CC(C)Oc1ccc(C(=O)Nc2ccc(Cl)c(S(=O)(=O)Nc3ccc(Cl)cc3)c2)cc1	21.4	-13.1	-2.8	i	0.6	0.0	-19.7	4.9	i	2.6
COc1ccc2c(c1C)CCC(C)(C#N)C2=O (stereo not drawn)	-3.4	-15.3	3.5	i	0.6	1.0	1.3	-0.6	i	-5.2
CC(C)COC(=O)c1nnsc1NC(=O)Nc1ccccc1	9.7	9.8	2.6	i	3.0	3.7	19.5	11.6	i	3.9
COc1ccc2cc(CCN3C(=O)c4ccccc4C3=O)c(=O)[nH]c2c1	-2.8	-6.0	-1.4	i	4.2	-1.9	1.3	0.3	i	-21.6
CCCS(=O)(=O)NC(=O)C1(C)CCN1C(=O)Cc1ccc(-c2ccccc2)cc1 (stereo not drawn)	3.4	x	-0.1	i	1.0	-2.5	1.2	-1.0	i	1.6
Clc1cccc(Cl)c1NC1=NCCC1	-1.7	9.9	1.1	i	-2.4	0.2	4.3	-0.4	i	-0.1
CNc1nn(-c2cccc(Cl)c2)nc1N	2.6	-15.0	-4.1	i	15.9	1.1	-7.2	-2.0	i	-8.5
COC(=O)C1=CN(Cc2ccc(OC)cc2)C=C(C(=O)OC)C1c1cc(OC)c(OC)c(OC)c1	0.1	0.1	0.6	x	4.2	0.1	-2.4	1.9	i	-11.7
CC(=O)NC1=NN(C(C)=O)C(C)(c2cccnc2)S1 (stereo not drawn)	-6.1	-11.7	2.0	i	-5.4	-2.0	1.9	0.0	i	0.5
CC(=O)N(C(C)=O)c1cccc2c(N(C(C)=O)C(C)=O)cccc12	-2.4	-8.0	-4.9	i	-0.6	0.2	1.5	0.8	i	-4.0
O=C(NCc1ccco1)C1CCN(C(=O)c2ccc(Cl)cc2)CC1	-2.3	-7.7	-1.3	i	-1.3	-2.1	2.6	-0.4	i	-4.3
CCOC(=O)c1c(C)oc2ccc(OC(=O)c3cccs3)cc12	-0.4	-14.3	-3.4	i	-0.8	0.2	-5.4	2.8	i	-4.5
COc1ccc(OC)c2c(=O)cc(C(=O)O)[nH]c12	-4.8	20.4	2.7	i	-1.7	2.7	1.8	-0.5	i	-8.1
CC(=O)c1ccc2c(c1)Nc1ccccc1S2	-0.2	-11.9	-2.2	i	-0.9	-2.6	-18.6	0.8	i	-11.4
O=C(Nc1ccccc1F)NC1CCCc2ccccc21 (stereo not drawn)	2.7	-6.6	0.4	i	1.8	-1.9	3.5	0.8	i	-2.2
CCCCCCCN=C(C)c1ccccc1O	-2.6	-8.9	1.1	i	-2.5	5.0	1.0	-0.7	i	-0.3
COc1cc(S(=O)(=O)N2CCN(C(=O)c3cccs3)CC2)ccc1NC(C)=O	5.0	x	-1.1	i	4.3	-2.9	2.0	0.2	i	-2.0
CCOC(=O)Cc1csc(SCC(=O)NC2CCCC2)n1	-1.7	-6.1	2.6	i	1.1	-0.6	5.1	-0.9	i	5.2
O=C(COC(=O)C1CC2CCCC(C1)C2=O)c1cccc(Br)c1 (stereo not drawn)	-6.3	-12.8	0.0	i	-0.7	2.0	-1.6	0.0	i	1.8
CC(C)(C)NC(=O)CN1C(=O)NC(c2ccccc2)(c2ccccc2)C1=O	-0.9	-0.8	3.0	i	-1.4	-3.1	1.9	-0.1	i	-2.4
COC(=O)c1cccc(Oc2nc3c(c(=O)n(C)c(=O)n3C)n2Cc2ccc(C)cc2)c1	-3.7	-14.0	-2.8	i	2.1	4.2	0.2	2.8	i	4.6
O=C(NNC(=O)c1cccc(S(=O)(=O)N2CCCCC2)c1)c1ccccc1	0.1	-1.1	-1.3	i	5.5	-0.4	8.2	0.6	i	0.1
CN1CCN(c2ccc(NC(=O)Cc3ccccc3)cc2)CC1	2.1	2.6	-2.5	i	4.6	-1.2	1.8	0.4	i	1.3
COc1ccc(NC(=O)N(C)[C@H]2C[C@H]3c4[nH]c5ccc(-c6cccc(C)c6)cc5c4CCN3C[C@H]2[C@H](C)O)cc1	14.2	x	-2.1	i	2.9	-2.1	-14.4	-2.0	i	-44.4
O=C(C[n+]1cc(-c2ccc(F)cc2)n2c1CCC2)Nc1nc(-c2ccccc2)cs1	14.1	3.3	-0.7	i	2.5	8.6	-9.5	6.9	i	-0.3

2 entries picked at random from the list so far, as already listed:
SMILES	NadD block	Scp1 inh	Rin1 Abl inh	Neddylation inh	CSN deneddyl inh	STEP inh	DNMT1 block	LMPTP block	Rpn11 inh	SUMO1 PPI mod
O=C(NCc1ccco1)C1CCN(C(=O)c2ccc(Cl)cc2)CC1	-2.3	-7.7	-1.3	i	-1.3	-2.1	2.6	-0.4	i	-4.3
CCOC(=O)c1c(C)oc2ccc(OC(=O)c3cccs3)cc12	-0.4	-14.3	-3.4	i	-0.8	0.2	-5.4	2.8	i	-4.5

(next part)
SMILES	NadD block	Scp1 inh	Rin1 Abl inh	Neddylation inh	CSN deneddyl inh	STEP inh	DNMT1 block	LMPTP block	Rpn11 inh	SUMO1 PPI mod
CC1CCN(C(=O)C2CCC(CNS(=O)(=O)c3ccc4c(c3)C(C)(C)C(=O)N4C)CC2)CC1 (stereo not drawn)	-6.1	x	-1.1	i	-4.9	3.3	4.6	-0.4	i	3.5
Cc1cc(/C=C2/NC(=O)NC2=O)c(C)n1-c1ccccn1	1.1	-4.8	5.3	i	-3.7	-4.4	-1.6	0.9	i	-5.5
CCn1nc(NC(=O)Cc2ccc(OC)cc2)c2cc3cc(C)ccc3nc21	-10.8	-22.6	0.0	i	-2.1	-0.6	-3.3	-1.3	i	0.1
Cc1ccc(S(=O)(=O)N2[C@@H](c3ccc(Cl)cc3)C(C(=O)OC(C)(C)C)=CC[C@H]2c2ccc(Cl)c(Cl)c2)cc1	6.0	x	1.4	i	144.0*	2.6	12.9	0.4	i	4.4
COc1ccc2c(c1)c(C(=O)N/N=C/c1ccccc1Cl)c(C)n2C	8.3	-13.3	-3.9	i	0.7	1.4	-0.3	0.1	i	-6.8
COC(=O)COc1ccc(S(=O)(=O)Nc2ccc(C(N)=O)cc2)cc1C	7.9	0.2	-3.5	i	0.5	-0.5	-2.0	-2.5	i	0.4
Cc1ccc(NC(=O)CN2C(=O)N/C(=C/c3ccc(N4CCOCC4)cc3)C2=O)cc1	1.6	-7.1	-2.1	i	6.5	2.2	22.0	-1.1	i	-7.2

Gathered by group: the entries above containing a Cl atom
SMILES	NadD block	Scp1 inh	Rin1 Abl inh	Neddylation inh	CSN deneddyl inh	STEP inh	DNMT1 block	LMPTP block	Rpn11 inh	SUMO1 PPI mod
COc1ccc(-c2sc(C(=O)c3ccc(Cl)cc3Cl)cc2CC(=O)O)cc1	-7.4	-18.6	-0.2	x	-1.4	-2.5	-0.8	1.4	i	-11.7
CC(C)Oc1ccc(C(=O)Nc2ccc(Cl)c(S(=O)(=O)Nc3ccc(Cl)cc3)c2)cc1	21.4	-13.1	-2.8	i	0.6	0.0	-19.7	4.9	i	2.6
Clc1cccc(Cl)c1NC1=NCCC1	-1.7	9.9	1.1	i	-2.4	0.2	4.3	-0.4	i	-0.1
CNc1nn(-c2cccc(Cl)c2)nc1N	2.6	-15.0	-4.1	i	15.9	1.1	-7.2	-2.0	i	-8.5
O=C(NCc1ccco1)C1CCN(C(=O)c2ccc(Cl)cc2)CC1	-2.3	-7.7	-1.3	i	-1.3	-2.1	2.6	-0.4	i	-4.3
Cc1ccc(S(=O)(=O)N2[C@@H](c3ccc(Cl)cc3)C(C(=O)OC(C)(C)C)=CC[C@H]2c2ccc(Cl)c(Cl)c2)cc1	6.0	x	1.4	i	144.0*	2.6	12.9	0.4	i	4.4
COc1ccc2c(c1)c(C(=O)N/N=C/c1ccccc1Cl)c(C)n2C	8.3	-13.3	-3.9	i	0.7	1.4	-0.3	0.1	i	-6.8
